# E coli growth = reduces bacterial viability in AddAB counter-screen | E. coli V3065 growth, OD600 absorbance, 18 h | inhibition, % at 11.9 µM | 330,000 compounds, 0.27% hits | AID 449728;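 active means inhibition above the campaign's mean inhibition across all tested compounds plus 3 SD, cut at about 9.9% in these data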;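 further: uninfected addAB+ strain grown without phage in ampicillin broth; 0% = DMSO wells and 100% = ciprofloxacin 0.95 µg/ml wells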
# phage Ecoli inh = E. coli growth loss with phage present. 360,000 compounds, 0.26% hits. inhibition, % at 11.9 µM. growth absorbance. AID 651602; in the data active means inhibition above about 11%
# SUMO Mot1 rescue = inhibitors of SUMOylation pathway: yeast Mot1-301 growth rescue; S. cerevisiae Mot1-301 growth rescue, ATP luminescence, 38.5C; percent above DMSO median, 100 means doubled; growth rescue, % at 18.8 µM; AID 2716; 320,000 compounds, 1% hits;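 active means every valid replicate shows activation above 250% relative to neutral control wells; inactive means the rest, any valid replicate at or below 250%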;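 further: OY570 slx delta 5 strain wells were the positive control but not used for scaling; some compounds called inactive have numbers as strong as hits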
# AddAB inh = less growth of phage-infected E. coli with AddAB. E. coli expressing H. pylori AddAB, absorbance growth. inhibition, % at 11.9 µM. 330,000 compounds, 0.29% hits. AID 435030; in the data active means inhibition above about 12%;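 further: 0% = vehicle wells of infected cells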
# Active calls of the source: *.
[1] COc1ccc(OCC(=O)N(Cc2ccco2)C2CCS(=O)(=O)C2)cc1 (stereo not drawn)
[2] COc1ccc(N2C(=O)N3[C@H](c4cccc(C)c4)[C@@H]4C(=O)N(Cc5ccccc5)C(=O)[C@@H]4[C@]3(Cc3ccccc3)C2=O)cc1
[3] O=C(Nc1ccc(Nc2ccccc2)cc1)c1ccccc1
[4] CC(C)C(=O)Nc1nnc(-c2ccco2)s1
[5] COc1ccc(CNC(=O)Cn2ncn3cccc3c2=O)cc1
[6] Cc1ccc(NC(=O)CSc2nnc(-c3ccccn3)n2N)cc1F
Screen / compound no.	1	2	3	4	5	6
E coli growth	0.5	1.8	2.4	-1.4	0.4	-1.4
phage Ecoli inh	1.2	1.4	5.8	0.1	8.2	1.7
SUMO Mot1 rescue	105	1	32	7	2	2
AddAB inh	1.6	1.6	4.1	1.9	1.8	-0.8

# Some of the entries above in a different format:
3) O=C(Nc1ccc(Nc2ccccc2)cc1)c1ccccc1
  E coli growth: 2.4; phage Ecoli inh: 5.8; SUMO Mot1 rescue: 32; AddAB inh: 4.1
1) COc1ccc(OCC(=O)N(Cc2ccco2)C2CCS(=O)(=O)C2)cc1 (stereo not drawn)
  E coli growth: 0.5; phage Ecoli inh: 1.2; SUMO Mot1 rescue: 105; AddAB inh: 1.6
4) CC(C)C(=O)Nc1nnc(-c2ccco2)s1
  E coli growth: -1.4; phage Ecoli inh: 0.1; SUMO Mot1 rescue: 7; AddAB inh: 1.9
5) COc1ccc(CNC(=O)Cn2ncn3cccc3c2=O)cc1
  E coli growth: 0.4; phage Ecoli inh: 8.2; SUMO Mot1 rescue: 2; AddAB inh: 1.8

# Continued.
[7] Cc1cc(C)n(-c2nc(-n3nc(C)cc3C)c3c4c(sc3n2)COC(C)(C)C4)n1
[8] O=C(CN1CC[n+]2c(-c3ccccc3)csc21)c1ccc(Br)cc1
[9] Cc1ccc(-c2csc(N=C(N)N)n2)c(C)c1
[10] O=C(N/N=C/c1ccccn1)c1cc(-c2ccccc2)nc2ccccc12
[11] O=C(Cn1c(=O)oc2cccnc21)Nc1ccc(C(F)(F)F)cc1
[12] O=S(=O)(Nc1ccc(N2CCCCC2)cc1)c1ccc(F)cc1F
Screen / compound no.	7	8	9	10	11	12
E coli growth	-2.4	-0.8	-3.0	0.3	4.3	0.5
phage Ecoli inh	0.5	0.4	1.9	-0.4	5.0	0.7
SUMO Mot1 rescue	-16	-2	-14	9	-3	4
AddAB inh	2.4	2.3	-0.6	2.5	4.0	1.3

[13] O=C(CSc1nnc2n1CCCN2)c1ccccc1
[14] O=C(NCc1csc(-c2cccs2)n1)Nc1ccc(C(F)(F)F)cc1
[15] Cc1cc(OC2CCCCC2)nc(NCc2ccccc2)n1
[16] NC(N)=Nc1cc2ccccc2c2ccccc12
[17] O=C(CCC(=O)c1ccccc1)Nc1ccccc1
[18] COc1cccc(-n2c(SCC(=O)NCCC3=CCCCC3)nc3n[nH]c(C)c3c2=N)c1
Screen / compound no.	13	14	15	16	17	18
E coli growth	1.8	1.7	-1.9	1.8	-0.1	-1.3
phage Ecoli inh	1.9	2.5	0.9	2.5	1.1	0.7
SUMO Mot1 rescue	-4	3	-2	10	-13	-1
AddAB inh	3.3	2.1	0.2	1.4	0.8	2.1

[19] O=C(O)COc1ccccc1/C=C1\SC(=S)N(c2cccnc2)C1=O
[20] Nc1nc(Nc2ccc(Cl)cc2)c(NC=O)c(=O)[nH]1
[21] O=C(/C=C/c1ccccc1)C1=C(O)C(=O)N(CCO)C1c1cccc([N+](=O)[O-])c1 (stereo not drawn)
[22] COc1ccccc1-n1cnnc1SCC(=O)Nc1cccc(S(=O)(=O)N2CCCCC2)c1
[23] CC(=O)Nc1ccc(OCC(=O)Nc2ccc(Cl)c(S(=O)(=O)N3CCOCC3)c2)cc1
[24] Cc1cccc(/C=C/C(=O)c2ccc(N3CCOCC3)cc2)c1
Screen / compound no.	19	20	21	22	23	24
E coli growth	-2.0	2.0	-0.5	1.3	-1.2	0.2
phage Ecoli inh	1.5	2.5	1.0	2.8	1.1	3.7
SUMO Mot1 rescue	3	249	0	180	6	-26
AddAB inh	3.1	1.3	1.0	3.0	2.7	-0.1

[25] CCOC(=O)C1CCN(C(=O)COc2ccc(C(=O)c3ccccc3)cc2)CC1
[26] COC(=O)c1ccc(-c2sc3nc(N4CCOCC4)c4c(c3c2N)CCCC4)o1
[27] COc1ccc(CCC(=O)Nc2nnc(C)s2)cc1
[28] c1ccc(C2=Nn3c(Cn4nnc5ccccc54)nnc3SC2)cc1
[29] COC(=O)[C@@]1(Cc2ccc(OC)cc2)[C@H]2c3cc(C(=O)N4CCCC4)n(C[C@H](O)CO)c3C[C@H]2CN1C(=O)c1ccccc1
[30] COc1ccc(-c2nnsc2N2C(=O)c3ccccc3C2=O)cc1
Screen / compound no.	25	26	27	28	29	30
E coli growth	2.0	-0.8	1.4	-0.5	-1.7	0.8
phage Ecoli inh	2.7	-0.8	2.3	1.9	1.1	3.9
SUMO Mot1 rescue	10	-5	5	-11	3	-13
AddAB inh	-2.4	-1.8	1.7	7.1	3.2	7.6

[31] CSCCC(NC(=O)C1CCCCC1)c1nc2ccccc2[nH]1 (stereo not drawn)
[32] COc1ccc(C)cc1Nc1n[n+](-c2ccccc2)c(-c2c(Cl)cccc2Cl)s1
[33] Oc1c(C=NCc2ccncc2)sc2ccccc12
[34] CC(C)(CC(=O)O)CC(=O)Nc1ccc(Oc2ccc(C(C)(C)C)cc2)nc1
[35] COc1cc(C(=O)O/N=C(\N)Cc2ccc([N+](=O)[O-])cc2)cc(OC)c1OC
[36] CCC(=Nc1ccccc1)C1=C(O)CCCC1=O
Screen / compound no.	31	32	33	34	35	36
E coli growth	1.8	1.7	0.6	-0.2	-1.8	0.5
phage Ecoli inh	2.2	4.8	3.1	-1.7	1.2	-2.8
SUMO Mot1 rescue	2	-16	-2	-19	4	-15
AddAB inh	0.3	4.7	1.8	-0.3	1.7	0.8

[37] CCN1CCCC1CNC(=O)c1cc(N)ccc1OC (stereo not drawn)
[38] Cc1ccc(Oc2ccc(OCC(=O)Nc3ccncc3)cc2)cc1
[39] COc1cccc(C2NC(=O)N(CCCC(=O)O)C(C)=C2C(=O)OCc2ccccc2)c1 (stereo not drawn)
[40] Cc1cccn2c(=O)c(C=O)c(NCc3ccccc3)nc12
[41] O=Cc1cccc(OC(=O)Nc2ccccc2)c1
[42] C/C(Cl)=C\C[N+](C)(C)CC(=O)OCCc1ccccc1
Screen / compound no.	37	38	39	40	41	42
E coli growth	-1.9	-2.0	3.0	2.9	0.9	-1.9
phage Ecoli inh	-0.6	3.5	0.6	1.5	0.3	-2.9
SUMO Mot1 rescue	-6	378*	-6	-13	-1	-8
AddAB inh	3.6	-1.7	2.5	3.4	1.0	-0.3

[43] Cc1cc(C)nc(SCC(=O)Nc2ncccn2)n1
[44] Cc1nn2c(NCc3ccccn3)c3c(nc2c1-c1ccccc1)CCC3
[45] COc1ccc(-c2noc3c2-c2nc(-c4ccccc4C)sc2CC3)cc1
[46] O=C(CCCCCCCCN1C(=O)c2ccccc2C1=O)N1CCOCC1
[47] CCCC(=O)N/C(N)=N/c1nc(C)c2cc(C)ccc2n1
[48] Cc1nn(-c2ccccc2)cc1/C=N/NC(N)=S
Screen / compound no.	43	44	45	46	47	48
E coli growth	-0.9	-5.0	-1.6	-0.1	-4.2	0.7
phage Ecoli inh	3.3	0.4	1.4	2.9	-2.2	2.4
SUMO Mot1 rescue	58	-37	12	-1	86	3
AddAB inh	3.4	-1.1	-1.8	1.1	-2.3	0.3

[49] CC(=O)Nc1ccc(S(=O)(=O)NC(CC(=O)NC2CCCCC2C)C(C)C)cc1 (stereo not drawn)
[50] COc1ccc(-c2csc(NC(=S)NC(=O)/C=C/c3ccccc3)n2)cc1Br
[51] CS(=O)(=O)N(CC(=O)N1CCc2ccccc2C1)c1ccc(Br)cc1
[52] COc1cc(OC)nc(Oc2cccc(Cl)c2C)n1
[53] CC1(C)N([O-])c2cc([N+](=O)[O-])ccc2[N+]1=O
[54] COc1ccc(-c2csc(NC(=S)NC(=O)c3cccs3)n2)cc1Br
Screen / compound no.	49	50	51	52	53	54
E coli growth	0.4	0.5	2.3	2.9	0.7	-1.2
phage Ecoli inh	1.4	-0.4	2.3	4.0	0.4	2.7
SUMO Mot1 rescue	26	-8	-6	-5	-14	145
AddAB inh	3.8	1.5	-1.1	1.3	3.8	0.6

[55] Nc1nonc1-n1nnc(C(=O)N/N=C/C=C/c2ccccc2)c1CSC1=NCCS1
[56] COc1ccc(OC)c(S(=O)(=O)Nc2cccc3c(O)cccc23)c1
[57] COc1cc2c(cc1OC)C(C)N(S(=O)(=O)c1cn(C)c(C)n1)CC2 (stereo not drawn)
[58] Cn1cc(/C=N\NC(=O)C2COc3ccccc3O2)c2ccccc21 (stereo not drawn)
[59] CCC(=O)Nc1ccc(-n2nnnc2SCC(=O)NNC(=O)c2ccco2)cc1
[60] COc1ccccc1Oc1ccc(NC(=O)Cc2ccccc2)cc1
Screen / compound no.	55	56	57	58	59	60
E coli growth	0.0	1.1	1.3	0.0	2.1	-2.0
phage Ecoli inh	-1.4	-0.4	4.1	2.2	1.9	-1.2
SUMO Mot1 rescue	1	-1	-3	-1	5	4
AddAB inh	2.6	1.1	1.6	5.1	0.0	-0.1

[61] CC(C)(C)OC(=O)N1CCCN(C(=O)Nc2cccc(Cl)c2)CC1
[62] Cn1cccc/c1=N\c1cccc[n+]1C
[63] CCOC(=O)c1ccccc1NC(=O)Cn1cnc2c(cnn2-c2ccc(OC)cc2)c1=O
[64] COc1ccc(NC(=O)C2CCOC(C)(C)C2)cc1 (stereo not drawn)
[65] Cc1ccc(C(=O)COc2ncnc3cc(Cl)ccc23)cc1
[66] CC1CC(=O)Nc2ccccc2N1S(=O)(=O)c1cccc(F)c1 (stereo not drawn)
Screen / compound no.	61	62	63	64	65	66
E coli growth	-1.3	1.3	0.7	-0.1	-0.2	2.4
phage Ecoli inh	0.4	3.7	2.3	1.5	5.2	2.5
SUMO Mot1 rescue	5	-4	20	35	-14	6
AddAB inh	-0.8	4.1	1.0	-0.6	1.7	0.8

[67] Cc1cc(C)c2cc(CN(CCO)C(=O)Nc3ccc(Cl)cc3)c(=O)[nH]c2c1
[68] CC1(NC(=S)Nc2ccccc2)CCS(=O)(=O)C1 (stereo not drawn)
[69] O=C(Cn1c(=S)[nH]c2ncccc2c1=O)NCCc1ccccc1
[70] CCOC(=O)NC(N(O)c1cccc(Cl)c1)C(Cl)(Cl)Cl (stereo not drawn)
[71] Cc1nc(SCC(=O)Nc2ccccc2C(F)(F)F)c(C#N)c(C)c1CC(=O)c1ccc(Br)cc1
[72] COc1ccc2c(c1)CCC/C2=N\Nc1nc(C(=O)NN)cs1
Screen / compound no.	67	68	69	70	71	72
E coli growth	-1.9	-0.2	-1.0	1.0	-2.5	-4.2
phage Ecoli inh	1.2	2.5	-0.2	1.8	4.9	4.5
SUMO Mot1 rescue	12	4	2	-3	475	0
AddAB inh	-2.0	1.3	0.6	2.6	3.4	-2.6

[73] CC(C)=NOc1nc(N(C)C)nc(N2CCOCC2)n1
[74] CCC1CCC/C1=N\NC(=O)c1ccccc1Cl (stereo not drawn)
[75] CCOP(=O)(c1ccccc1)c1nc(-c2ccccc2C)oc1N1CCCCC1 (stereo not drawn)
[76] CCOC(=O)C1CCN(S(=O)(=O)c2ccc(-c3nc4ccccc4s3)s2)CC1
[77] C/C(=N\NC1=N[C@H]2CS(=O)(=O)C[C@H]2S1)c1ccccc1
[78] CSc1sc(-c2nnc(SCC(=O)Nc3ccc(Cl)cc3)n2C)c2c1C=CCC2
Screen / compound no.	73	74	75	76	77	78
E coli growth	-0.5	0.1	1.3	-0.9	-1.1	-1.2
phage Ecoli inh	1.1	2.2	1.9	1.5	0.6	-0.3
SUMO Mot1 rescue	1	-11	-3	10	-9	-5
AddAB inh	5.7	1.1	4.8	1.5	-0.8	0.3

# By substructure, the entries above with a CF3 group.
[11] O=C(Cn1c(=O)oc2cccnc21)Nc1ccc(C(F)(F)F)cc1
[14] O=C(NCc1csc(-c2cccs2)n1)Nc1ccc(C(F)(F)F)cc1
[71] Cc1nc(SCC(=O)Nc2ccccc2C(F)(F)F)c(C#N)c(C)c1CC(=O)c1ccc(Br)cc1
Screen / compound no.	11	14	71
E coli growth	4.3	1.7	-2.5
phage Ecoli inh	5.0	2.5	4.9
SUMO Mot1 rescue	-3	3	475
AddAB inh	4.0	2.1	3.4

# Additional structures
[79] NC(=O)Cn1nc2sc3ccccc3n2c(=O)c1=O
[80] COc1ccc(CNC(=O)c2ccc(Br)cc2)cc1
[81] COC(=O)/C=C1/S/C(=N/NC(=O)c2ccc(Cl)cc2Cl)NC1=O
[82] Cc1nn(CC(=O)NNC(=O)c2ccccc2F)c([N+](=O)[O-])c1Br
[83] Cc1ccc(Cl)cc1NC(=O)COC(=O)c1ccc(N2CCCC2)c([N+](=O)[O-])c1
[84] CCCC[C@@H](CN[C@H](C)CNC)NCC1CCC(C(C)(C)C)CC1 (stereo partly drawn)
[85] O=C1NC(Cc2ccc(O)cc2)c2nc3ccc(Br)cc3c(=O)n2-c2ccc(Cl)cc21 (stereo not drawn)
Screen / compound no.	79	80	81	82	83	84	85
E coli growth	-2.0	1.2	3.8	0.2	-1.2	-1.4	-0.1
phage Ecoli inh	1.6	3.6	-1.4	2.7	2.0	3.0	3.3
SUMO Mot1 rescue	-12	5	11	15	22	1	-3
AddAB inh	1.7	0.8	2.9	3.3	2.8	2.2	0.9

# A portion of the library. The share of hits here may be higher or lower than overall.
